hIAP inh: human IAP inhibition. P09923. purified IAP, CDP-Star luminescence, 30 min. inhibition, % at 10 µM. hit rate 0.12% among 330,000;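 active means inhibition reaching a set limit with compound at 10 µM in the primary screen, cut at about 35% in these data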;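 further: plate controls were DMSO wells with enzyme for no effect and no-enzyme buffer wells for full effect; values of inactives mirror those of a sister screen read the other way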
SENP1 FRET inh: blocks the human SENP1 SUMO protease catalytic domain; hit rate 0.21% among 360,000; Q9P0U3; recombinant SENP1 catalytic domain, CyPet-SUMO1-YPet FRET cleavage; inhibition, % at 10 µM;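 active means inhibition at least 30% at 10 µM, raw YFP signal under a set limit, fluorescence ratio 0.5 to 1.5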;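 further: 0% = enzyme with DMSO and 100% = no enzyme wells; some results filed as inactive read as strong as hits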
Target sequence (Q9P0U3 419-644 limits assumed): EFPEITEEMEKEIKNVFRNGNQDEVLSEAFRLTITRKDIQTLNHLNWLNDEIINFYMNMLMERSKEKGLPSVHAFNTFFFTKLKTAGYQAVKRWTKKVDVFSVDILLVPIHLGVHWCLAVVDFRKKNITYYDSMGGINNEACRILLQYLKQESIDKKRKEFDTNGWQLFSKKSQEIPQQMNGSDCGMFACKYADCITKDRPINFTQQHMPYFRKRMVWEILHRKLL
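Compound: 10 µM single point, 0.5% DMSO; Test system: hSENP1 catalytic domain, recombinant; Timing: 50 min reaction at room temperature; Technique: FRET, CFP and YFP emission; Control set: no-enzyme wells low, DMSO-plus-enzyme wells high control.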
APOBEC3A inh: inhibitors of human APOBEC3A DNA deaminase | hit rate 0.41% among 330,000 | P31941 | recombinant A3A, FAM/TAMRA ssDNA deamination fluorescence | AID 493011 | inhibition, % at 20 µM;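 active means at least 40% inhibition at 20 µM here, with at most 30% in a related deaminase screen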;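 further: plate controls were A3A with DMSO for no effect and wells lacking A3A enzyme for full effect; some results filed as inactive read as strong as hits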
Target sequence (P31941 whole entry, looked up): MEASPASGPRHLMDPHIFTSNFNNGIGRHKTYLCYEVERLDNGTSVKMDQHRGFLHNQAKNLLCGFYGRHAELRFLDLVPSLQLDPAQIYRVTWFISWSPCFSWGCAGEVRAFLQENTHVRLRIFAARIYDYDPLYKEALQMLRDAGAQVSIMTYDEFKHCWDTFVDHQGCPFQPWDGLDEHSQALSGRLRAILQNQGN
hIAP act: human IAP activation. P09923. activation factor at 10 µM. hit rate 0.16% among 330,000. AID 2524. purified human IAP, CDP-Star luminescence, 30 min; hits give high values; 1 = vehicle-only enzyme, 0 = enzyme-free background;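 active means activation factor of the enzyme at least 2-fold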; further: the source names both 10 and 20 µM as test concentration; values of inactives mirror those of a sister screen read the other way
A3G deaminase: inhibitors of human APOBEC3G DNA deaminase. Q9HC16. recombinant A3G, ssDNA deamination FAM/TAMRA fluorescence. inhibition, % at 20 µM. hit rate 0.28% among 330,000. AID 493012;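 active means inhibition of at least 40% at 20 µM, with no more than 30% in the related APOBEC3A deaminase screen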;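 further: plate controls were DMSO wells with A3G for no effect and wells lacking A3G enzyme for full effect; some compounds called inactive have numbers as strong as hits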
Target sequence (Q9HC16 whole entry, looked up): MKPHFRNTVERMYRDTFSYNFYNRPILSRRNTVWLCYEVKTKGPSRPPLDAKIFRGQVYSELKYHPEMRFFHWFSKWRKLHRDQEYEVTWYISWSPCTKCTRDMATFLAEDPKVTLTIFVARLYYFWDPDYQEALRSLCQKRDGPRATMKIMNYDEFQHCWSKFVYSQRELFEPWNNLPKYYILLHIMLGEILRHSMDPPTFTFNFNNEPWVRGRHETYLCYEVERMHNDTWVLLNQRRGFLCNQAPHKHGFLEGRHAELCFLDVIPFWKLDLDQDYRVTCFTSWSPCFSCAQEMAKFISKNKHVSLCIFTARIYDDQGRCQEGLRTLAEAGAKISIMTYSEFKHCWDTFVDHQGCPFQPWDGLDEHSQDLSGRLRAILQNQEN
NALP3 yeast inh: inhibitors of NALP3 inflammasome in yeast. hit rate 0.39% among 330,000. Yeast reconstituted NLRP3/ASC/caspase-1, beta-gal luminescence, 24 h. inhibition, % at 10 µM;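 active means inhibition of 50% or more; inactive means inhibition below 50%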;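 further: plate controls were induced DMSO wells for no effect and uninduced yeast grown without galactose for full effect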
mIAP activ: increases mouse intestinal alkaline phosphatase activity | muIAP, CDP-Star luminescence, 30 min; hits give high values; 1 = vehicle-only enzyme signal, 0 = enzyme-free wells | activation factor at 10 µM | hit rate 0.24% among 330,000;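 active means activation factor of at least 2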; further: the source names both 10 and 20 µM as test concentration; values of inactives mirror those of a sister screen read the other way
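Assay system: mouse IAP enzyme / Compound: DMSO-dissolved test compounds / Timing: 30 min, room temperature / Measured by: luminescence from enzymatic CDP-Star hydrolysis / Control set: DMSO-only wells, enzyme-free buffer wells as negative control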
MIN6 prolif: MIN6 beta-cell proliferation induction; MIN6 cells proliferation, ATPlite luminescence, 48 h; cells starved in 0.2% serum; 100% = growth in 10% serum; proliferation, % at 10 µM; hit rate 0.29% among 330,000; AID 2380;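 active means compounds whose signal lies at least 3.5 SD above the mean of all wells on their plate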;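 further: 0% = DMSO-treated cells in low-serum medium and 100% = 10% serum control; some compounds called inactive have numbers as strong as hits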
mIAP block: blocks mouse intestinal alkaline phosphatase; purified mouse IAP, CDP-Star luminescence, 30 min; inhibition, % at 10 µM; hit rate 0.2% among 330,000;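 active means inhibition of at least 40% at 10 µM in the primary screen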;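 further: plate controls were DMSO with enzyme for no effect and no enzyme wells for full effect; values of inactives mirror those of a sister screen read the other way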
Starred values were filed as active, the others as inactive; nt = not tested or not shown. Only part of the results is shown (hit frequency here may not be typical).

compound	hIAP inh	SENP1 FRET inh	APOBEC3A inh	hIAP act	A3G deaminase	NALP3 yeast inh	mIAP activ	MIN6 prolif	mIAP block
N=c1c2c3c(sc2ncn1CCN1CCOCC1)CCCCC3	7	-3	1	0.93	-4	2	1	3	0
CC(C)OC(=O)CSc1nnc(Cc2ccccc2)n1C	-14	1	-7	1.1	-6	3	1	-4	-4
COc1ccc(OC)c(NC(=O)CN(Cc2ccc(F)cc2)C2CCCCC2)c1	5	-2	-5	0.95	-12	3	0.96	-7	4
CCCc1ccc(S(=O)(=O)N2CCN(Cc3ccco3)CC2)cc1	-2	-3	-2	1	-5	35	0.99	-1	1
COc1ccc(OCCn2c(C)c(/C=N/n3cnnc3)c3ccccc32)cc1	-18	0	-2	1.2	-5	7	1.1	1	-7
CCOc1ncccc1C(=O)OCC(=O)Nc1c(C)cc(C)cc1C	-7	1	-4	1.1	-4	12	1.1	-2	-9
Cc1cc(NC(=O)CSc2nc3c(C)cccc3cc2C)no1	-13	2	1	1.1	5	11	1.1	-3	-12
CC1CCCC(NC(=O)CN(C)S(=O)(=O)c2cccc3cccnc23)C1C (configuration not stated)	20	-3	2	0.8	-4	10	1	-3	-4
CCCCn1c(NCc2ccc(N(C)C)cc2)nc2ccccc21	11	2	-2	0.89	-2	13	1.1	-3	-14
COc1ccc(S(=O)(=O)N2CCC(C(=O)NCCC(=O)NCc3cccc(OC)c3)CC2)cc1	-2	0	-2	1	-6	6	0.93	-2	7
CCOC(=O)c1ccc(NC(=O)c2ccc3c(c2)C(=O)N(Cc2cccnc2)C3=O)cc1	-5	2	2	1.1	10	5	1	3	-2
CCN(CC)C(=O)CCCc1c[nH]c2ccccc12	-2	2	0	1	-4	20	0.98	-1	2
Cc1ccc(N2CC(C(=O)NCc3cccs3)CC2=O)cc1 (configuration not stated)	12	4	-2	0.88	-7	4	0.97	-2	3
Cc1nn(C)c(C(=O)NNC(=S)NCc2ccccc2)c1Cl	-104	3	-6	2*	-8	20	0.85	6	15
Cn1c(=O)c2c(nc(OCc3ccc4c(c3)OCO4)n2Cc2ccccc2Cl)n(C)c1=O	-11	0	-5	1.1	0	22	0.97	-1	3
CCOC(=O)c1cnc2ccc(C)cc2c1N(C)Cc1ccccc1	12	-10	1	0.88	-4	9	1.1	-2	-7
O=C(C1CCC(=O)N(C2CCCC2)C1)N1CCC(Oc2cccc(F)c2)CC1 (configuration not stated)	12	3	-2	0.88	-1	12	1	-3	-2
OCC(CO)(CO)N=Cc1cc(Br)ccc1O	28	-16	2	0.72	-4	3	0.93	-5	7
CCn1c(SCC(=O)n2nc(C)cc2C)nnc1-c1ccc2c(c1)OCO2	2	3	2	0.97	-1	4	0.92	-2	8
COc1ccc(-n2nc3cc(C)c(NC(=S)NC(=O)c4ccccc4C)cc3n2)cc1	9	-19	3	0.91	0	10	0.82	-2	18
Oc1oc(-c2ccccc2)nc1/C=N/c1ccccn1	-13	1	-1	1.1	-7	13	1	-2	-3
COc1ncccc1C(=O)N1CCCC(C(=O)c2cccc(OC(C)C)c2)C1 (configuration not stated)	7	2	-1	0.93	-8	1	0.96	-1	4
Cc1ccc(S(=O)(=O)N2CCN(c3ccc(S(=O)(=O)N4CCOCC4)cn3)CC2)cc1	-34	4	-3	1.3	11	7	1.1	-2	-8
COCCCn1c(=N)c(C(N)=S)cc2c(=O)n3cccc(C)c3nc21	11	-44	14	0.89	14	7	0.82	-6	18
COc1ccc(C(=O)Nc2ccc(NC(=O)c3ccccc3F)cn2)cc1	-9	2	1	1.1	-1	24	1	0	0
CC(C)n1cc(CN2CCCC(CO)(Cc3cccc(Cl)c3)C2)cn1 (configuration not stated)	-10	4	-1	1.1	-3	-10	1.1	0	-12
Cc1nn(CC(=O)N2CCN(c3ccccc3)CC2)c(C)c1[N+](=O)[O-]	-15	0	11	1.1	2	-1	1.1	-1	-5
COc1ccc(-c2csc(-n3ncc(C(=O)O)c3C(F)(F)F)n2)cc1	-8	2	-1	1.1	0	7	1	-3	-4
Cc1ccc(S(=O)(=O)CC(=O)c2cc3cccc(C)c3oc2=O)cc1	24	-30	-7	0.77	-2	5	0.88	-3	12
CCC1COCCS(=O)(=O)N1Cc1cccc(Cl)c1 (configuration not stated)	4	0	-4	0.96	-11	28	1	6	-1
O=C(CSCc1c(Cl)cccc1Cl)Nc1ccccc1C(=O)N1CCOCC1	-20	1	-19	1.2	-7	12	0.9	-2	10
COc1ccccc1NC(=O)N1CCn2c(nc3ccccc32)C1	15	0	-3	0.85	-7	3	0.96	-2	4
Cc1ccc(NC(=S)NCc2ccc3c(c2)OCO3)cc1	6	-1	-3	0.94	-6	11	1.5	0	-48
COc1cc2c(cc1OC)CN(C(=O)C1CCC(=O)N(CCCN3CCOCC3)C1)CC2 (configuration not stated)	-15	-2	-3	1.1	-4	-2	1.1	-3	-5
Cc1ccc(NC(=O)c2cccc(C(=O)Nc3ccc(C)c(C)c3)n2)cc1C	15	2	-2	0.85	-3	7	0.87	0	13
C=CCc1ccc(OCCOCCOc2cccc3cccnc23)c(OC)c1	12	1	-1	0.88	-7	19	1	3	-3
CCOc1ccc2nc3sc(C(=O)N4CCOCC4)c(N)c3cc2c1	0	-87	-3	1	3	5	0.94	0	6
COc1ccc(N2CCN(C(=O)Cc3ccc(Cl)cc3)CC2)cc1	-16	0	-6	1.2	-5	16	1	-2	-2
O=C(N/N=C/c1ccco1)C(O)c1ccccc1 (configuration not stated)	-2	4	-3	1	-6	9	0.86	-2	14
Cc1cc(C)nc(SCc2ccc(Cl)cc2)n1	32	-1	0	0.68	1	19	1	-2	0
NC(=O)NC(=O)C(OC(=O)CCNS(=O)(=O)c1ccccc1)c1ccccc1 (configuration not stated)	-4	0	0	1	-5	0	0.91	1	9
COC(=O)C1C(=O)c2c(C)noc2CC1(C)C (configuration not stated)	-5	0	3	1.1	-1	15	1	-2	-3
O=C(NC(=S)Nc1ccc(CN2CCOCC2)cc1)c1ccc(-c2ccc(Br)cc2)o1	12	nt	-4	0.88	-9	16	0.86	-3	14
O=C(c1cccc(Oc2c(Cl)cccc2[N+](=O)[O-])c1)N1CCOCC1	10	0	-2	0.9	-5	3	0.91	3	9
COc1cccc(NC(=S)Nc2cc(C(=O)O)ccc2N2CC3CC(C2)c2cccc(=O)n2C3)c1 (configuration not stated)	0	1	0	1	0	6	1	2	-3
COC(=O)CNC(=O)CSc1nc(N)cc(=O)[nH]1	4	0	-1	0.96	-6	3	0.95	3	5
CC(=O)NCCC(=O)N1CCCC(CNC(=O)c2ccc(-c3ccccc3)cc2)C1 (configuration not stated)	1	-1	-5	0.99	-8	-1	0.93	-2	7
Cc1ccsc1/C=c1\sc2ncnn2c1=O	5	5	1	0.95	-6	-3	0.84	1	16
O=C(COC(=O)/C=C/c1ccc(Cl)c(Cl)c1)NC1CC1	0	3	-3	1	-6	1	0.89	-5	11
CN(C)C(CNC(=O)c1cccc(C(F)(F)F)c1)c1ccco1 (configuration not stated)	-1	-3	1	1	-6	4	0.88	-5	12

Following part.
compound	hIAP inh	SENP1 FRET inh	APOBEC3A inh	hIAP act	A3G deaminase	NALP3 yeast inh	mIAP activ	MIN6 prolif	mIAP block
CC1CCN(C(=O)COC(=O)c2cc3ccccc3oc2=O)CC1	-10	1	-4	1.1	-6	17	1.1	-2	-5
C=CCSc1nccc(-c2nn(-c3ccc(C)cc3)ccc2=O)n1	30	0	4	0.7	-1	36	0.9	0	10
CCOC(=O)CCCNC(=O)COC(=O)c1cc(C)cc(C)c1	0	2	-2	0.99	-3	1	1.1	1	-8
Cc1ccc(S(N)(=O)=O)c(C)c1-n1cnnn1	-1	2	0	1	-3	-1	0.92	1	8
CCCCNC1=C(Br)C(=O)CC(C)(C)C1	17	3	-4	0.83	-1	14	0.96	-1	4
CC(C)(C)n1nnnc1C(c1ccncc1)N(Cc1ccccc1)Cc1ccco1 (configuration not stated)	3	-5	-2	0.97	-3	13	0.91	-1	9
COc1ccccc1-n1cc(CN2CCCC(CO)(Cc3cccc(Cl)c3)C2)cn1 (configuration not stated)	-8	0	2	1.1	-4	20	0.96	-4	4
CCCC(=O)NCCc1nc2cc([N+](=O)[O-])ccc2n1C	16	-2	-3	0.84	-6	16	0.92	2	8
COC(=O)[C@H](C)N1C/C=C\COc2c(Cl)cc(Cl)cc2S1(=O)=O	nt	1	3	nt	0	nt	1	nt	-2
NC1=NC(=O)C(Cc2cc(Cl)ccc2Cl)S1 (configuration not stated)	-3	-1	1	1	-2	7	0.92	-4	8
COc1ccc(OCC(Cn2cnc3ccccc32)OC(C)=O)cc1 (configuration not stated)	-6	0	2	1.1	-2	-22	1	-1	0
NC(=O)C1CC(=O)N(c2ccc(OCc3c(Cl)cccc3Cl)cc2)C1 (configuration not stated)	-10	1	-5	1.1	-5	-15	0.97	-4	3
CCOC(=O)c1c(NC(C)=O)no[n+]1[O-]	9	3	6	0.91	-1	-15	0.94	-1	6
CCC(=O)N1CCN(c2nc(C)nc3sc(C)c(C)c23)CC1	0	0	-2	1	-7	5	0.95	-2	5
Cc1cc(C)nc(SCC(=O)Nc2ccnc3ccccc23)n1	-10	-2	18	1.1	-9	8	1	-6	0
C=CC[C@]12C=C(OC)C(=O)C(OC)=C1O[C@@H](c1ccc3c(c1)OCO3)[C@H]2C	3	2	-5	0.97	-4	14	0.88	0	12
O=C(Cc1ccc(NC2=NC3CS(=O)(=O)CC3S2)cc1)NCc1ccc(Cl)cc1 (configuration not stated)	10	2	-5	0.9	-7	10	0.93	-3	7
CC1CN(S(=O)(=O)c2cccc(C(F)(F)F)c2)C(C)N1C(=O)N1CCOCC1 (configuration not stated)	21	3	2	0.79	8	7	1.1	2	-9
CCS(=O)(=O)N1CCN(c2ccc([N+](=O)[O-])c(NCc3ccccc3)c2)CC1	-7	4	2	1.1	-1	24	0.74	1	26
CCCCN(C(=O)CSc1ncnc2sccc12)c1c(N)n(Cc2ccccc2)c(=O)[nH]c1=O	-14	-12	1	1.1	-1	0	1	1	-3
COc1cccc(NC(=O)CCN2C(=O)c3cccc([N+](=O)[O-])c3C2=O)c1	-3	-1	2	1	-5	-1	0.97	-3	3

Ordered by count of non-hydrogen atoms (lowest first): three of the compounds above.
compound	hIAP inh	SENP1 FRET inh	APOBEC3A inh	hIAP act	A3G deaminase	NALP3 yeast inh	mIAP activ	MIN6 prolif	mIAP block
CC1CCN(C(=O)COC(=O)c2cc3ccccc3oc2=O)CC1	-10	1	-4	1.1	-6	17	1.1	-2	-5
COc1cccc(NC(=O)CCN2C(=O)c3cccc([N+](=O)[O-])c3C2=O)c1	-3	-1	2	1	-5	-1	0.97	-3	3
O=C(Cc1ccc(NC2=NC3CS(=O)(=O)CC3S2)cc1)NCc1ccc(Cl)cc1 (configuration not stated)	10	2	-5	0.9	-7	10	0.93	-3	7
